Source: PubChem BioAssay
ALOX12 inhib: blocks human 12-lipoxygenase activity; Potency, µM (top dose mostly 57.1 µM), inactives show at the highest dose activity change, negative = inhibition, usual class: inhibitors; purified 12-hLO, xylenol orange hydroperoxide absorbance; P18054; AID 1452; 0.12% of 150,000 active; also: potency is read from the fitted curve at half-maximal effect; nearly all actives have a fitted effect of over 55% in size; many of its hits are not listed in these tables
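Lipoxygenase turnover measured by absorbance at 573 and 405 nm after Fe-XO development. Human 12hLO 150 nM, arachidonate 40 uM, pH 7.0 Hepes buffer with detergent; 15 min compound preincubation, 30 min reaction.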
IMPase inh: IMPase inhibition in cells; 120,000 tested, under 10 active; AID 901; CHO-M1 cells, IP1 accumulation, HTRF TR-FRET ratio; inhibition (IP1 accumulation), % at 46.1 µM; active = well fitted curve in the direction sought with a large enough effect in the signal ratio, not every such curve was filed as active; inconclusive = small, poorly fitted or top-dose-only effect, or a change in a side signal; inactive = no such curve, though single readings can be large or run the other way; the % refers to the signal ratio;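 also: cells stimulated with carbachol in lithium chloride buffer; plate controls were DMSO basal wells for no effect and reference inhibitor wells for full effect; higher means more IMPase inhibition seen as more IP1 and lower FRET ratio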
Target sequence (P97697 whole entry, looked up): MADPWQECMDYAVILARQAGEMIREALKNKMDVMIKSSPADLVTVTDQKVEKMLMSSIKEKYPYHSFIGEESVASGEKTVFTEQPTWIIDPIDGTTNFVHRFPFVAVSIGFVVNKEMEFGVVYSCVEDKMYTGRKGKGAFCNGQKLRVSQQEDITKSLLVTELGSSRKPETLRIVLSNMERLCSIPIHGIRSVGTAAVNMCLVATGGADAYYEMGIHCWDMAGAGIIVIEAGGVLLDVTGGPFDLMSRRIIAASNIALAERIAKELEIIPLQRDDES
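Carbachol-driven Gq signalling in CHO-M1 cells (2000/well) generates IP1. Compounds that block IMPase raise IP1 and so reduce the FRET signal from Eu-anti-IP1 and d2-IP1 after a 10 min room-temperature lysis.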
15-hLO-2 inh: 15-hLO-2 (ALOX15B) enzyme inhibition; O15296; Potency, µM (doses to about 57.1 µM), for inactives: at the highest dose activity change, negative = inhibition, most hits filed as inhibitors; purified 15hLO-2, xylenol orange hydroperoxide absorbance; AID 881; 0.56% of 110,000 active; also: potency is read from the fitted curve at half-maximal effect; nearly all actives have a fitted effect of over 60% in size; many of its hits are not listed in these tables
Target sequence (O15296 whole entry, looked up): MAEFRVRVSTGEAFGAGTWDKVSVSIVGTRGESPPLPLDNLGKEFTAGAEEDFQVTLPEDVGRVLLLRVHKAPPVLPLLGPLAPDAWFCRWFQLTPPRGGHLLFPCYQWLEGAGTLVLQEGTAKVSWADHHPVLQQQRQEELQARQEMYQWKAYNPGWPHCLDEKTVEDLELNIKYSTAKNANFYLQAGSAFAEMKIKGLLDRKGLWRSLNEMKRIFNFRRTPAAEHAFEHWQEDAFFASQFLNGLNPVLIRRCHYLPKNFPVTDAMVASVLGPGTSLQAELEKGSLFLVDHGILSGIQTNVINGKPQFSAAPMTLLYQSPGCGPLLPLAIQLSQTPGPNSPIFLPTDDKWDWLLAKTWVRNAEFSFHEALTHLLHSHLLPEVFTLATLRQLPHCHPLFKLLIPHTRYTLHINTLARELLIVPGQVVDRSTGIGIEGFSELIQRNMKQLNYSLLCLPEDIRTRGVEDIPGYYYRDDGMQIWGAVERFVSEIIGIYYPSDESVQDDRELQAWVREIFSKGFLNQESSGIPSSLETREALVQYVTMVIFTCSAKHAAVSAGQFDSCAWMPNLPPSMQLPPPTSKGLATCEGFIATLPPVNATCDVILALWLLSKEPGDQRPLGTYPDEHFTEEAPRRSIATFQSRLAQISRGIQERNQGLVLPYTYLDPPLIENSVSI
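Purified human 15hLO-2 (50 nM final) preincubated with compounds 15 min at room temperature in 25 mM Hepes pH 7.5, 0.01% Triton X-100, then 45 uM arachidonic acid added for 90 min; hydroperoxide detected via ferrous/xylenol orange, 573/405 nm absorbance ratio.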
PNC assembly inh: inhibitors of perinucleolar compartment assembly; PC3M PTB-GFP, PNC prevalence imaging, 16 h; hits give low values; AID 2417; activity change (PNC), negative = inhibition, % at 10 µM; 3.1% of 140,000 active;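 active = readout at or below -70, meaning at least 70% loss of cells showing the perinucleolar compartment, a nuclear body marking cancer cells; inconclusive = readout between -30 and a set limit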;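 also: plate controls were DMSO wells for no effect and camptothecin positive control wells for full effect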
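Read-out is percentage of cells bearing a perinucleolar compartment, from automated 20x imaging of fixed, Hoechst-stained PC3M PTB-GFP cells. Cells were seeded 4 h, then exposed 16 h to compound (23 nl of library stock) in duplicate plates.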
* hit, by the source's call; ? = inconclusive; . = not tested or not shown; & = joins results of further samples; [ ] = another dose, or the depositor's remark. Unless noted, calls follow the shape of the dose curve; as a rule, active = well fitted curve in the direction sought with a large enough effect; inconclusive = small, poorly fitted or top-dose-only effect, or another doubt; inactive = no such curve, though single readings can be large; an effect the other way counts as inactive or inconclusive. Unless noted, % is scaled to controls: 0 for no effect and ±100 for the full control effect. Some of the compounds tested, so the mix of outcomes need not match the whole.

SMILES	ALOX12 inhib	IMPase inh	15-hLO-2 inh	PNC assembly inh
CCOC(=O)/C=C(/C)N1N=C(c2ccc(OC)cc2)CC1c1cccc([N+](=O)[O-])c1 (configuration not stated)	-8%	6	.	67
Cn1c(C(=O)O)c(CC(=O)Nc2ccccc2F)c2ccccc21	8%	2	1%	-20
CSc1cc(/C=N/O)c(SC)s1	-3%	-7	-4%	-5
Cc1cccc(C)c1NC(=O)CN(C)C(=O)C(c1ccccc1)c1ccccc1	-2%	.	.	36
COc1ccc2c(C)nc(Nc3nc(C)cc(C)n3)nc2c1	0%	1	6%	11
C/C(=N\NC(=O)c1c(Cl)c(C)nn1C)c1cccc(NC(=O)COc2ccc(Cl)cc2)c1	-1%	9	7%	-22
O=C(c1ccco1)N1CCN(C(=O)c2ccccc2Oc2ccccc2)CC1	0%	.	.	-112*
CCOC(=O)c1cc(OC(=O)c2cccs2)n(-c2ccccc2)n1	-19%	6	0%	?
CS(=O)(=O)N(CCc1ccccc1)CC(=O)NCc1cccnc1	0%	-7	-4%	19
CCOC(=O)c1ccccc1NC(=O)CC1Nc2ccccc2NC1=O (configuration not stated)	-10%	10	-19%	47
COc1ccc(CCNCCC(=O)Nc2c(C)cc(C)cc2C)cc1OC	1%	2	.	?
CCOC(=O)CSCC(=O)Nc1c(C(=O)C2CC2)oc2ccccc12	-11%	.	.	?
CCOC(=O)c1c(C)[nH]c(C(=O)OCC(=O)Nc2cc(C)ccc2OC)c1C	1%	-2	-5%	-14
Cc1nc(NCc2ccco2)[nH]c(=O)c1CCC(C)C	0%	4	5%[2.29 µM]	13
COc1ccc(-c2csc3nc(-c4ccccc4F)oc(=O)c23)cc1OC	5%	1	?	25
O=C(O)Cn1cc(C(=S)N2CCOCC2)c2ccccc21	0%	-6	-12%	?
Cc1c(C(=O)NCCSc2ccc(Cl)cc2)cccc1[N+](=O)[O-]	-5%	.	.	5
O=C(COC(=O)CN1C(=O)C(=O)c2ccccc21)OCN1C(=O)c2ccccc2C1=O	-1%	.	.	0
CCOc1ccccc1NS(=O)(=O)c1ccc(Br)s1	-8%	19	-3%	19
O=C(NCCCn1ccnc1)c1ccccc1NS(=O)(=O)c1ccc(F)c(F)c1	-2%	10	34%[activator]	-25
Cc1ccc(OCCN2CCN(c3ncnc4sc(C)c(C)c34)CC2)cc1	-1%	9	25%	?
Cc1ccc(C)c(NC(=S)NCCc2ccc(F)cc2)c1	-23%	-1	.	-10
CCCNC(=O)NC(=O)COC(=O)CC(NC(N)=O)c1ccc(Cl)cc1 (configuration not stated)	3%	.	.	?
CC1(C)OC(=O)C(=CNc2ccccc2F)C(=O)O1	0%	-7	-2%	?
O=C(CN1CCN(S(=O)(=O)c2ccccc2)CC1)Nc1ccc2c(c1)CCC2	1%	.	.	-12
CC(=O)N(Cc1ccc(F)cc1)C1=C(NCCc2ccccc2)C(=O)c2ccccc2C1=O	-3%	13	-12%	10
COc1ccc(-c2cn3c(C)c(C(=O)N4CCN(c5ccc(F)cc5)CC4)sc3n2)cc1	6%	2	7%	11
O=C(CN1CCOCC1)Nc1scc(-c2ccccc2)c1C(=O)N1CCOCC1	-3%	-14	3%	-16
COc1ccc(-c2nn(-c3ccccc3)cc2/C=N/NC(=O)c2cccc(S(=O)(=O)Nc3ccccc3Cl)c2)cc1	0%	.	.	-8
CCCNC(=O)OC[C@H]1O[C@H](CCO/N=C/[C@@H](NS(=O)(=O)c2ccc(C)cc2)[C@H](C)/C=C/CC(=O)OC)C=C[C@@H]1Oc1ccc(OC)cc1	-3%	.	.	45
Nc1nnc(CC(=O)N/N=C/c2ccc(-c3ccccc3)o2)s1	-2%	0	.	?
Cc1ccc(-c2ccnc3nc(Sc4ncc(C(F)(F)F)cc4Cl)nn23)cc1	-4%	-2	-3%	?
Cc1cc(=O)oc2cc(OCC(=O)NCc3ccccn3)ccc12	0%	-25	5%	10
C/C(C[n+]1ccccc1)=N\N=C(N)N	-2%[11.4 µM]	.	4%[11.4 µM]	.
CC(=O)Nc1c(C(=O)NCc2ccccc2)nnn1Cc1ccccc1	-5%	4	-4%	-12
Cc1c(C(=O)OC2CCC(C)CC2)[nH]c2c1C(=O)CCC2 (configuration not stated)	-19%	4	.	-24
Cc1cccc(C(=O)NC(=S)Nc2ccc(Cc3ccncc3)cc2)c1	?	7	?	49
Cc1ccc(S(=O)(=O)NNC(=O)C(=O)NNc2ccccn2)cc1	-9%	5	7%	30
CC1(C)C(c2ccccc2)=[N+]([O-])CN1O	-2%	-5	-1%	2
Cc1ccc(C2Nc3ccccc3NC3=C2C(=O)OC(C)C3)cc1 (configuration not stated)	0%	.	.	?
C#CCNc1cc(C)nc2ncnn12	2%	18[9.22 µM]	-3%	7
COc1ccc(/C=N/Nc2nncc3ccccc23)c(OC)c1	1%	.	.	20
Cc1cccc(NC(=S)NCC(c2cccnc2)N2CCOCC2)c1C (configuration not stated)	0%	0	.	43
Cc1ccc(N2C(=O)C(NC(=O)c3ccccc3)(C(F)(F)F)C3=C2CC(C)(C)CC3=O)cc1 (configuration not stated)	-1%	.	.	?
COc1ccc(CCNC(=O)c2c(C)cc(=O)oc2C)cc1OC	3%	-4	.	28
O=C(Cn1cc2c(n1)CCCC2)NCCCN1CCN(Cc2ccccc2)CC1	5%	0	13%	4
CCOC(=O)CCc1n[nH]c(=O)[nH]c1=O	2%	-12	2%	-17
CC(=O)COc1ccc2c(C)c(C)c(=O)oc2c1	-5%	-7	8%	31
CCCN(C/C=C\I)[C@@H]1CCc2cccc(O)c2C1	-7%	7	14%	.
O=C(CN1CCOCC1)Nc1nc2cc([N+](=O)[O-])ccc2s1	-1%	.	.	25
CCOC(=O)C1=C(Cn2cnc3ccccc32)NC(=O)NC1c1ccc(OC)cc1 (configuration not stated)	1%	7	25%	3
CCN(CC)c1ccc(-n2c(C)c(C(C)=O)c(C(C)=O)c2C)cc1	-2%	20	-9%	0
COc1ccccc1NS(=O)(=O)c1cc(NC(=O)Nc2ccc(Cl)cc2Cl)ccc1N1CCCCC1	-3%	.	.	-16
C=CCOc1c(Br)cc(CNc2ccc(NC(=O)C(C)C)c(OC)c2)cc1OC	-3%	-5	-15%	76
Cc1ccccc1N1CCN(S(=O)(=O)C[C@@]23CC[C@H](C[C@H]2NC(=O)[C@@H](N)CCS(C)(=O)=O)C3(C)C)CC1	-3%	1	32%[activator]	.
O=C(CSc1ccccn1)Nc1nc2c(ccc3ccccc32)s1	0%	.	.	42
CCOc1ccc(Cl)cc1CSc1n[nH]c(CC)n1	-1%	0	-8%	-6
O=C(CCN1C(=O)/C(=C/c2ccc3c(c2)OCO3)SC1=S)Nc1ccccc1	-1%	.	.	-19
O=C(NCC1(c2ccccc2)CCCC1)C(=O)N1CCOCC1	-2%	12	.	?
O=C(Oc1ccc(N(Cc2cccs2)C2=NS(=O)(=O)c3ccccc32)cc1)c1ccccc1	-1%	4	-12%	11

The results go on:
SMILES	ALOX12 inhib	IMPase inh	15-hLO-2 inh	PNC assembly inh
O=c1c(-c2ccc(O)cc2)coc2c(C3OC(CO)C(O)C(O)C3O)c(O)ccc12 (configuration not stated)	5%	.	-4%	.
Cc1cc(-c2n[nH]c(=S)n2/N=C/c2ccc(Br)s2)n[nH]1	-4%	.	.	-4
CSc1nc(NC(C)(C)C)nc(Oc2ccc(=O)[nH]n2)n1	-5%	-2	5%	?
CN(C)C(=O)NC1CCCCCCCCCCC1	1%	1	3%	13
COCCCn1c(SCC(=O)N2CCc3ccccc32)nnc1-c1ccco1	-7%	3	.	22
CCOc1c(C)cc(-c2ncccc2O)cc1C	1%&-4%	1&3	5%&-7%	42&-20
CCC(=O)c1ccccc1OCCCn1cncn1	4%	14	4%	?
COc1ccc2ccccc2c1/C=N/O	2%	3	1%	-108*
COc1ccccc1NC(=O)CSc1nc(O)cc(=O)n1-c1ccccc1OC	-19%	-1	-13%	32
CCCCN1CCCC[C@H]1C(=O)Nc1c(C)cccc1C	3%[0.00818 µM]	?	-5%[0.0915 µM]	.
Cc1nc2c(o1)CCc1ccccc1C2O (configuration not stated)	-2%	-3	0%	?
COC(=O)c1c(NC(=O)CSc2nc3ccccc3c(=O)n2Cc2ccco2)sc(C)c1C	3%	2	.	-7
O=C(CSc1ccccn1)Nc1nc2ccccc2s1	5%	.	.	34
Cc1cccc(NC(=O)c2cnc3sccn3c2=O)c1C	-2%	-3	-2%	9
O=C(CCn1c(SCC(=O)NCc2ccco2)nc2ccccc2c1=O)NCCc1ccccc1	-5%	13	-7%	7

Quoted at random: 2 entries already listed.
SMILES	ALOX12 inhib	IMPase inh	15-hLO-2 inh	PNC assembly inh
Cc1nc2c(o1)CCc1ccccc1C2O (configuration not stated)	-2%	-3	0%	?
O=c1c(-c2ccc(O)cc2)coc2c(C3OC(CO)C(O)C(O)C3O)c(O)ccc12 (configuration not stated)	5%	.	-4%	.

(more compounds)
SMILES	ALOX12 inhib	IMPase inh	15-hLO-2 inh	PNC assembly inh
Cn1c(=O)n(C)c2cc(S(=O)(=O)NCCOCCO)ccc21	0%	0	-1%	16
Cc1c2cn[nH]c(=O)c2c(C)n1Cc1ccc(F)cc1	-11%	10	-6%	-4
O=C(NCc1nnc2n1CCCCC2)c1ccc(Cl)cc1Cl	-10%	8	3%	?
O=C(CCC(=O)N1CCN(S(=O)(=O)c2ccccc2)CC1)NC1CCCc2ccccc21 (configuration not stated)	-6%	-2	2%	?
COc1ccc(S(=O)(=O)Cc2ccc(C(=O)N3CCN(Cc4ccccc4)CC3)o2)cc1	-6%	9	-6%	?
Cc1cc(C)n(-c2ccc(C(=O)OCC(=O)Nc3ccccc3[N+](=O)[O-])cc2)n1	1%	-1	.	-23
O=C(O)CCSc1nnc(-c2ccccc2)n1-c1ccccc1	-3%	0	-6%	-6
S=C(Nc1ccccc1)Nc1ccc(Cl)cc1Cl	14%	-7	-23%	?
COC(=O)/C=C(\C)NC(=O)c1cccs1	-2%	-1	-3%	5
O=[N+]([O-])c1c(NCCCO)cc(Sc2nc3ccccc3s2)c2nonc12	-8%	3	?	47
Cc1oc2nc(SCC(=O)NCc3cccnc3)nc(N)c2c1C	-1%	0	0%	-8
CCOC(=O)c1c(NC(=O)CN2CCN(C(=O)c3ccco3)CC2)sc2c1CCCC2	-12%	4	.	-100*
CCCCCCOC(=O)Sc1nc2ccccc2o1	-7%	1	-15%	27
N=c1sccn1CC(=O)Nc1ccc(S(=O)(=O)N2CCOCC2)cc1	2%	17	-3%	?
CCCNC(=O)CN(c1ccc(F)c(Cl)c1)S(C)(=O)=O	7%	3	1%	?
C=CCn1c(O)c(N=Nc2nc3ccccc3c(=O)n2-c2ccccc2)c2ccccc21	0%	.	.	-5
N[C@@H](Cn1ccc(=O)n(Cc2ccccc2C(=O)O)c1=O)C(=O)O	3%	5	-1%	.
Cc1ccc(Cl)cc1NC(=O)COC(=O)c1ccc(N2CCCC2)c([N+](=O)[O-])c1	0%	-4	.	12
COc1cc(/C=C2/C(=O)NN(c3cccc(C)c3)C2=O)ccc1OC(=O)c1ccco1	?	?	.	-7
CCOC(=O)CC1C(=O)NCCN1C(=O)c1cc2c(=O)n3ccccc3nc2s1 (configuration not stated)	2%	-15	-7%	-2
COC(=O)[C@@]1(Cc2ccccc2)[C@H]2c3cc(C(=O)N4CCCC4)n(Cc4ccc(C)o4)c3C[C@H]2CN1C(=O)c1ccccc1	2%	.	-28%	.
COc1ccc(CCNC(=O)COC(=O)C23CC4CC(CC(C4)C2)C3)cc1	1%	3	.	-1
O=C(C1=C(O)C(=O)N(c2ncccn2)C1c1cccc(Cl)c1)c1ccco1 (configuration not stated)	-3%	-18	19%	21

An excerpt from above, showing only PNC assembly inh, 15-hLO-2 inh and IMPase inh.
canonical_smiles	PNC assembly inh	15-hLO-2 inh	IMPase inh
CCOC(=O)/C=C(/C)N1N=C(c2ccc(OC)cc2)CC1c1cccc([N+](=O)[O-])c1 (configuration not stated)	67	.	6
Cn1c(C(=O)O)c(CC(=O)Nc2ccccc2F)c2ccccc21	-20	1%	2
CSc1cc(/C=N/O)c(SC)s1	-5	-4%	-7
